GCN5L2 inh: blocks human GCN5L2 histone acetyltransferase. Q92830. GCN5L2 HAT assay, ThioGlo1 CoA-SH fluorescence. Potency, µM (top dose mostly 58.9 µM), inactives show at the highest dose activity change, negative = inhibition, hits mostly inhibitors. actives 0.21% (n = 390,000)
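Enzyme at 20nM final was mixed with library compounds for 15 min at room temperature. Peptide H3(1-25) at 75uM, acetyl-CoA at 70uM and ThioGlo1 at 50uM were then added. Plates were read immediately and after 20 min (Ex340nm/Em540nm).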
TDP1 cell CPT: growth inhibition of DT40 Tdp1-/-;hTDP1 cells with camptothecin (screen for TDP1 inhibitors); Potency, µM (series often up to 46.2 µM), for inactives: at the top dose activity change, negative = growth inhibition, most hits filed as inhibitors; chicken DT40 Tdp1-/-;hTDP1 cells + 20 nM CPT, ATP luminescence, 48 h; actives 12% (n = 420,000); AID 686979; note: nearly all actives have a fitted effect of over 55% in size
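Chicken DT40 Tdp1-/- cells complemented with human TDP1, 400 cells/well, exposed to compounds plus 20 nM camptothecin for at least 48 h at 37 C; viability read as ATP content by CellTiter-Glo luminescence.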
FEN1 inhibitor: blocks human flap endonuclease 1; P39748; Recombinant FEN1 flap cleavage, fluorescence, 15 min; Potency, µM (titrated, usually from 114 µM), inactives show at the highest dose activity change, negative = inhibition, most hits filed as inhibitors; actives 0.35% (n = 390,000); note: nearly all actives have a fitted effect of over 65% in size
Target sequence (P39748 whole entry, looked up): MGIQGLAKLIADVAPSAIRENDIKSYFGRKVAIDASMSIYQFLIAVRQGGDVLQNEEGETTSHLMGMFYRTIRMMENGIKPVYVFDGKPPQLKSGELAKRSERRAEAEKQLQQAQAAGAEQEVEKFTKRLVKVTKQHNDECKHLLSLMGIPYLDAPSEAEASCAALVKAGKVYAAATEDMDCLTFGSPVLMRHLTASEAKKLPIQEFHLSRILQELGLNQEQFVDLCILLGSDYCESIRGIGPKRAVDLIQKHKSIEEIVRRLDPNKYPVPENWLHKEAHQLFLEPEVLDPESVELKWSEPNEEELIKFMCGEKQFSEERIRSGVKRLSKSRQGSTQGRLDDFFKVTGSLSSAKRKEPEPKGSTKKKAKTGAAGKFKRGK
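Nuclease activity of 10 nM FEN1 was measured after 15 min of room-temperature exposure to titrated compounds, by adding 50 nM flap substrate and reading plates at 0 and 15 min.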
* marks the source's active call; other numbers are inactive results; ? = inconclusive; nt = not tested or not shown; & = joins results of further samples; [ ] = dose if it differs, or a comment. Calls come from the whole dose curve; as a rule, active = well fitted curve in the direction sought with a large enough effect; inconclusive = small, poorly fitted or top-dose-only effect, or another doubt; inactive = no such curve, though single readings can be large; an effect the other way counts as inactive or inconclusive. % is set by controls: 0 for no effect and ±100 for the full control effect; potency is the fitted concentration of half-maximal effect. Not all compounds are listed. The share of hits here may be higher or lower than overall.

| mol | GCN5L2 inh | TDP1 cell CPT | FEN1 inhibitor |
| --- | --- | --- | --- |
| C=CCN1C2CCCC1CC(NC(=O)Nc1cccc(C(C)=O)c1)C2 (stereo not given) | -15.7% | -4.8% | 31.0%[activator] |
| Cc1ccc(NC(=O)CN2CCc3ccccc3C2)cc1 | -1.2% | -11.7% | 5.9% |
| O=C(Nc1ccc(S(=O)(=O)NCc2ccco2)cc1)c1ccncc1 | -0.4% | ? | -2.8% |
| O=C(O)CSc1nnc(SCc2cccc3ccccc23)s1 | -11.1% | 1.0% | -0.8% |
| Cc1ccc(NC(=O)c2ccc(NC(=O)C3CCCCC3C(=O)O)cc2)cc1 (stereo not given) | -26.3% | -9.2% | -6.4% |
| Oc1ccccc1-c1nc(NCc2cccnc2)c2ccccc2n1 | -12.5% | ? | ? |
| CCOC(=O)C1CCCCN1Cc1ccc(F)c(Br)c1 (stereo not given) | -27.8% | -6.6% | 1.5% |
| COc1ccc(-c2cc(-c3n[nH]c(=S)n3-c3ccccc3OC)[nH]n2)cc1 | -12.4% | -10.3% | -0.6% |
| Cn1nc(CC(=O)Nc2cccc3ncccc23)c2ccccc2c1=O | -3.1% | 13µM* | -4.1% |
| Cc1ccc(NC(=O)c2cc(C)n(-c3cccc(C)c3)c2C)cc1 | -4.6% | ? | -3.1% |
| C=CCNC(=S)NNC(=O)c1ccco1 | 3.0% | -26.0% | 18.6% |
| CCc1ccccc1NC(=O)CN(C)C(=O)CSc1nn(-c2ccc(F)cc2)c(=S)s1 | 26.9% | -1.5% | -9.8% |

Rewritten with two lines to a compound: part of the list above.
Results follow in this order: GCN5L2 inh, TDP1 cell CPT, FEN1 inhibitor
Oc1ccccc1-c1nc(NCc2cccnc2)c2ccccc2n1
  -12.5%, ?, ?
COc1ccc(-c2cc(-c3n[nH]c(=S)n3-c3ccccc3OC)[nH]n2)cc1
  -12.4%, -10.3%, -0.6%

Following part
| mol | GCN5L2 inh | TDP1 cell CPT | FEN1 inhibitor |
| --- | --- | --- | --- |
| CCCOc1ccc(CSc2nnc(CCC)n2N)cc1 | -0.3% | -18.7% | -1.2% |
| O=[N+]([O-])c1ccc(S(=O)(=O)N2CCSC2c2ccco2)cc1 (stereo not given) | -13.1% | ? | 1.8% |
| CSc1ccccc1NC(=O)N1CCCC(C(=O)c2ccc3c(c2)OCO3)C1 (stereo not given) | 0.7% | 14.7% | 12.7% |
| CCN1CCN(C(=O)Nc2ccc(OC)cc2OC)CC1 | 16.9% | 0.2% | 2.5% |
| NC(=S)NN=C1c2ccccc2-c2c(F)c(F)c(F)c(F)c21 | nt | 7.31µM* | 2.7% |
| C/C(=N/NC(=O)c1ccc(C)s1)c1ccncc1 | -3.7% | -1.8% | -9.7% |
| COc1cccc(NC(=O)C(NC2CCCC2)c2ccccc2)c1 (stereo not given) | 3.7% | ? | -1.6% |
| CC(C)NC(NC(=O)Cc1ccccc1)C(Cl)(Cl)Cl (stereo not given) | -3.6% | -1.6% | 2.0% |
| COc1ccc(-n2c(=O)[nH]cc(C(=O)Nc3ccc4c(c3)OCCO4)c2=O)cc1 | -2.4% | 0.6% | -9.2% |
| Cc1ccc(NC(=S)N2CCC(O)CC2)c(C)c1 | 2.0% | 5.0% | -7.5% |
| Cc1ccc(C)c(OCc2nnc(SCC(=O)NCc3ccc4c(c3)OCO4)o2)c1 | -4.1% | 1.3% | 14.3% |
| CCc1nnc(NS(=O)(=O)c2ccc(Nc3ccc([N+](=O)[O-])c4nonc34)cc2)s1 | -6.7% | ? | -13.6% |

Given with values under each structure: four of the compounds above
Order of results: GCN5L2 inh, TDP1 cell CPT, FEN1 inhibitor
> CCN1CCN(C(=O)Nc2ccc(OC)cc2OC)CC1
    16.9%, 0.2%, 2.5%
> NC(=S)NN=C1c2ccccc2-c2c(F)c(F)c(F)c(F)c21
    nt, 7.31µM*, 2.7%
> C/C(=N/NC(=O)c1ccc(C)s1)c1ccncc1
    -3.7%, -1.8%, -9.7%
> COc1cccc(NC(=O)C(NC2CCCC2)c2ccccc2)c1 (stereo not given)
    3.7%, ?, -1.6%

The results go on:
| mol | GCN5L2 inh | TDP1 cell CPT | FEN1 inhibitor |
| --- | --- | --- | --- |
| CCOc1cccc(OCCOc2ccc(C(=O)c3ccccc3)cc2)c1 | -8.5% | -14.1% | -3.9% |
| C/C(=N\NC(=O)c1ccn(C)n1)c1cccc(NC(=O)c2ccc(C)s2)c1 | -2.7% | ? | -1.3% |
| C=CCOc1ccc(C2/C(=C(\O)c3ccc4c(c3)CC(C)O4)C(=O)C(=O)N2CCN2CCOCC2)cc1OCC (stereo not given) | -9.6% | 10.0% | 7.6% |
| COc1ccc(S(=O)(=O)N2CCC(C(=O)N[C@H](C(=O)N3CCCCCC3)C(C)C)CC2)cc1 | -0.3% | ? | -17.2% |
| CCOc1ccc(-c2nc(S(=O)(=O)c3ccccc3)c(NCc3cccnc3)o2)cc1 | -0.9% | ? | -18.7% |
| CC(=O)NC(c1cccc([N+](=O)[O-])c1)c1ccc2cccnc2c1O (stereo not given) | -26.1% | 2.59µM* | -14.1% |
| NS(=O)(=O)c1ccc(N=Nc2c[nH]c(=O)c(O)c2)cc1 | -10.1% | ? | ? |
| Cc1nnc(NC(=O)C2CCN(c3cnccn3)CC2)s1 | -5.0% | -15.2% | -4.4% |
| COC(=O)c1cc(OC)c(OC)cc1NC(=S)Nc1cc(Cl)ccc1OC | -4.0% | ? | -11.3% |
| Cc1ccccc1COC[C@H](CC(C)C)N1CCN(C(=O)c2cccc(C(F)(F)F)c2)CCC1=O | -4.6% | 16.4µM* | -20.2% |
| Cc1ccc(-n2nc3c(c2NC(=O)c2ccc(OC(C)C)cc2)CS(=O)C3)cc1 (stereo not given) | 0.7% | -12.6% | -4.4% |
| O=C(COc1ccccc1)Nc1cccc(-c2cn3cccnc3n2)c1 | -6.4%&-9.1% | 20.6µM* | 3.3%&-0.4% |
| Cc1cc(S(=O)(=O)NCc2ccc3c(c2)OCO3)ccc1F | -2.6% | 6.4% | -10.6% |
| COc1ccc(CN2CCNC(=O)C2CC(=O)N(C)CC2CCOCC2)cc1C (stereo not given) | -12.7% | -4.9% | -6.4% |
| Fc1ccccc1CNC(=S)Nc1ccc(Cl)cc1 | 0.8% | 20.6µM* | -16.9% |
| Cc1cc(NC(=O)CCN2C(=O)c3ccccc3C2=O)no1 | -11.9% | -9.0% | -7.5% |
| COc1cccc(C(CC(=O)NCC2CCCO2)NS(=O)(=O)c2ccc(C)cc2)c1OC (stereo not given) | 8.6% | 5.9% | -16.1% |
| COc1cc(OC)c(/C=N/NC(=O)c2ccc([N+](=O)[O-])cc2)cc1Br | -2.5% | -16.6% | -18.3% |
| COc1cccc2cc(S(=O)(=O)c3ccc(F)c(C)c3)c(=O)oc12 | -2.2% | -6.8% | 17.6% |
| O=C(NCCCn1ccnc1)C1CC(c2cccc(Br)c2)=NO1 (stereo not given) | -2.0% | -2.2% | -1.4% |
| CCCC1(c2ccccc2)NC(=O)N(CC(=O)c2[nH]c(C)c(C(=O)OCC)c2C)C1=O (stereo not given) | -14.6% | ? | -24.3% |
| Cn1c(NCCO)nc2c1c(=O)n(Cc1cccc(F)c1)c(=O)n2C | -9.1% | 6.3% | 12.8% |
| Cc1nc(Nc2ccc(Cl)c(Cl)c2)sc1C(/C=C/c1ccc2c(c1)OCO2)=NNc1ccc([N+](=O)[O-])cc1[N+](=O)[O-] | nt | -14.4% | -2.3% |
| COc1ccc(N2CCN(C(=O)C3=NNC(=O)CC3)CC2)cc1 | 1.2% | 16.3% | 17.7% |
| CCn1c(SCC(=O)c2ccc(O)c(O)c2)nnc1-c1ccccc1OC | -2.8% | ? | 2.2% |
| CCCc1cc(=O)[nH]c(SCC(=O)c2ccc(S(=O)(=O)N3CCCC3)cc2)n1 | -3.5% | ? | 9.3% |
| CCC(C(=O)Nc1cc(C)ccc1C)n1c(=O)c(C(F)(F)F)nc2ccccc21 (stereo not given) | 16.9% | ? | 20.1% |
| Cc1ccc(OCCn2nnc3sc4c(c3c2=O)CCC(C(C)(C)C)C4)cc1 (stereo not given) | -27.1% | -23.2% | -4.8% |
| CC(C)NC(=O)c1ccc2c3n(nc2c1)-c1ccccc1CO3 | -3.1% | ? | -8.7% |
| Cc1c(/C=N\NC(=O)c2csc3ccccc23)cnn1C | -4.0% | ? | -1.7% |
| O=C1CCN(Cc2ccccc2)N1 | -6.6% | -16.2% | 0.4% |
| CC(=O)c1c(Nc2cccc(F)c2)oc(C)cc1=O | 28.4% | -10.7% | 6.0% |
| Cn1c(=O)c2c(nc(CN3CCN(C(=O)c4ccco4)CC3)n2CC(N)=O)n(C)c1=O | -4.2% | -3.5% | 21.5% |
| CCOC(=O)c1cn(Cc2cccc(Cl)c2)c2cc(C)nn2c1=O | -5.1% | ? | 5.6% |
| FC(F)(F)c1cnc2c(-c3ccccc3)n[nH]c2c1 | 0.0% | 9.5% | -3.4% |
| CCCCn1cnc2c(SCc3ccc(Cl)cc3)nc(N)nc21 | nt | ? | -4.7% |

Reformatted with two lines to a compound: entries from further up.
Screens in order: GCN5L2 inh	TDP1 cell CPT	FEN1 inhibitor
> Cc1ccc(OCCn2nnc3sc4c(c3c2=O)CCC(C(C)(C)C)C4)cc1 (stereo not given)
 : -27.1%	-23.2%	-4.8%
> CC(C)NC(=O)c1ccc2c3n(nc2c1)-c1ccccc1CO3
 : -3.1%	?	-8.7%

The list continues:
| mol | GCN5L2 inh | TDP1 cell CPT | FEN1 inhibitor |
| --- | --- | --- | --- |
| Cc1nc(Nc2ccccc2)sc1C(=O)Nc1ccccc1 | 2.2% | 20.6µM* | -13.4% |
| COc1ccc(C(CNC(=O)c2ccc3c(c2)C(=O)N(CCC(C)C)C3=O)N2CCOCC2)cc1 (stereo not given) | -3.8% | ? | -3.0% |
| CCOc1ccc(CNC(=O)c2cccc(NC(=O)N3CCSc4ncccc43)c2)cc1OC | 3.5% | 16.4µM* | -6.9% |
| CCOc1cc(CO)c(Br)cc1OCC(=O)O | 3.6% | -1.4% | 4.1% |
| CCc1nnc(NC(=O)Cc2ccc(OC)cc2)s1 | -2.8% | 11.4% | -12.3% |
| CCC(C)(C)N1CC(=O)N(Cc2ccccc2)C(c2ccc(OC)cc2)C1=O (stereo not given) | -5.4% | 9.2µM* | 7.2% |
| NC(=O)c1cc2cc(Cl)ccc2oc1=Nc1cccc(C(F)(F)F)c1 | 1.7% | ? | -15.1% |
| Fc1ccc(-c2cc(-c3ccccc3)nc(-n3cccn3)n2)cc1 | -1.7% | ? | ? |
| COc1ccc2oc(C(=O)OCC(=O)Nc3cccc(S(=O)(=O)N4CCOCC4)c3)c(C)c2c1 | -21.1% | ? | -12.3% |
| Cc1ccccc1NC(=O)CC1S/C(=N/c2nccs2)N(C)C1=O (stereo not given) | -8.5% | -5.1% | -3.4% |
| O=C(Nc1ccc(C2CC2(Cl)Cl)cc1)c1cccc([N+](=O)[O-])c1 (stereo not given) | -13.5% | 23.1µM* | -11.4% |
| CC(C)C(=O)N1CCN(c2ccc(NC(=O)c3ccco3)cc2Cl)CC1 | 2.8% | ? | 3.7% |
| O=C(c1ccco1)N1CCC[C@@]2(CCN(c3ccccn3)C2)C1 | -7.0% | 3.2% | nt |
| COc1ccc(S(=O)(=O)Cc2ccc(C(=O)N3CCN(c4cccc(C)c4)C(C)C3)o2)cc1 (stereo not given) | -7.0% | 5.17µM* | 9.3% |
| CCOC(=O)CN1CC23C=CC(O2)C(C(=O)NCc2ccccc2OC)C3C1=O (stereo not given) | ? | -6.8% | 3.4% |
| COc1ccc(N/C=C/C(=O)C(F)(F)F)cc1 | -5.7% | -2.3% | -5.9% |
| Cc1cc(NC(=O)CSCc2ccccc2)no1 | 11.7% | -10.7% | 17.3% |
| CC(C)(C)CC(=O)NC(=S)NCCc1ccccc1 | 1.0% | -5.2% | -8.6% |
| CCN(CC)C(=O)[C@H]1C[C@H](CC(=O)NCCc2ccccn2)C(=O)N2CCc3c([nH]c4ccc(Cl)cc34)[C@]12C | -2.0% | ? | 5.8% |
| Cc1ccc(S(=O)(=O)NC(C)(C)CN2CCC(Cc3ccccc3)CC2)cc1 | -7.0% | 16.4µM* | 1.8% |
| COc1ccc(OC)c(NC(=O)Nc2ccc3c(c2)OCO3)c1 | -5.2% | -3.5% | -21.3% |
| CCOC(=O)C1=C(COC(=O)C2CC(=O)N(c3ccccc3F)C2)NC(=O)NC1C (stereo not given) | -1.9% | 8.7% | 10.2% |
| CCOC(=O)CC(=O)CSc1nc(N)c(C#N)c(-c2ccc(F)cc2)c1C#N | -16.6% | -11.8% | -10.7% |
| Cc1cccc2sc(N(CCN(C)C)C(=O)c3cc(Cl)sc3Cl)nc12 | -2.2% | ? | -12.1% |
| CC1(C)CC(NNCCC#N)=CC(=[N+]2CCCC2)C1 | -12.4% | ? | 3.3% |

Screens: PubChem BioAssay, National Center for Advancing Translational Sciences (NCATS)
